# Yfh1-off respiration: enhancers of respiration in Yfh1-depleted yeast, dose response, Friedreich's ataxia, plus single-dose screen (AID 1465). S. cerevisiae Yfh1-off respiration, WST-1 reduction, 72 h; higher fold induction means a stronger effect. fold induction at 50 µM; hits with a dose series show EC50 in µM. 220,000 tested, 0.074% active;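 active means fold induction of absorbance versus untreated yeast above a set limit, then at least 30% activation at any dose in follow-up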;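 further: activators that raise dye reduction in frataxin-depleted yeast; strong numbers were not always called active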
# b-catenin transl: alters nuclear translocation of beta-catenin in HeLa cells; immunofluorescence imaging; nuclear translocation activity, % at 5 µM; 190,000 tested, 0.3% active; AID 1665;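 active means nuclear translocation activity above 50% at 5 µM, with a well cell count of 50 or more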;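 further: per-cell ratio of nuclear to cytoplasmic median beta-catenin stain intensity; plate controls were DMSO negative control for no effect and GSK-3 inhibitor IX positive control for full effect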
#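 System: Human HeLa cells, endogenous beta-catenin | Compound dosing: 5 µM primary, 0.02–20 µM confirmation | Timing: 24 h compound exposure at 37°C, 5% CO2 | Measured by: Fluorescence imaging of beta-catenin antibody stain plus DAPI | Read-out basis: % activation of per-cell nuclear versus cytoplasmic median beta-catenin signal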
# Ins promoter up: MIN6 insulin promoter up-regulation. 190,000 tested, 0.3% active. z-score at 5 µM. AID 1625. MIN6 insulin promoter-GFP reporter, high-content imaging; hits give high values;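 active means z-score above 3 at 5 µM with at least 500 cells counted in the well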
# Autophagy HCS: modulators of autophagy | 190,000 tested, 0.98% active | AID 463193 | MEF GFP-LC3 puncta imaging; test concentration mostly 10 µM | calls only at 10 µM (by protocol);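 active means percentage of spot-positive cells more than 3 SD above its plate mean, without a fluorescence outlier flag or 80% toxicity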;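 further: spot-positive cell cutoff set from DMSO-treated cells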
# WT yeast gro inh: growth inhibition of WT yeast, mitochondrial fusion screen | mitochondrial fusion phenotypic screen, WT strain | inhibition, % at 10 µM | 190,000 tested, 2.1% active | AID 1362; in the data active means inhibition above about 58%; tested in S. cerevisiae
# HEK293 NOD2/NF-kB: inhibition of NOD2-driven NF-kB reporter – cell-based, luminescence, uHTS, HEK293 (AID 1566); HEK293 NOD2/NF-kB luciferase reporter, luminescence; higher % means a stronger effect; one-dose inhibition, % at 4 µM; EC50 in µM for titrated hits; 290,000 tested, 0.63% active; in the data active means inhibition above about 50%; further: many of its hits are not listed in these tables
# Dynein cargo inh: blocks dynein driven cargo transport along microtubules; 3617.4 mouse cells, GR-EGFP nuclear translocation imaging; test concentration mostly 20 µM; stimulated with dexamethasone, 1 µM; hits give low values; z-score, hits read low; 220,000 tested, 0.47% active; AID 1381;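 active means plate z-score of nuclear minus cytoplasmic receptor signal below a set negative limit, without overly bright fluorescence or cell loss, cut at about -3.5 in these data, passing the limit was not always enough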;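 further: z-score of nuclear minus cytoplasmic ring GR-EGFP intensity difference per well; some compounds called inactive have numbers as strong as hits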
#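 Buffer or medium: tet-free, stripped-serum medium; Also added: dexamethasone, 1.0 µM final; Technique: high-content fluorescence imaging after fixation; Times: 48 h induction, 1 h compound, 30 min dex at 37 °C; Read-out: per-cell GR-EGFP intensity, nucleus versus surrounding cytoplasmic ring, well-averaged.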
# MT stabilizer: microtubule stabilizers in HeLa cells | HeLa tubulin immunostaining HCS, 24 h; share of cells brighter than vehicle mean+2SD | % tubulin-high responders, % at 10 µM | 200,000 tested, 0.83% active;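 active means plate Z-score above 3 for both tubulin-high and condensed-nucleus cell shares, with cell loss under 80%, at 10 µM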;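 further: anti alpha tubulin signal scored within the nucleus-defined area of each cell; some results filed as inactive read as strong as hits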
# Lipid droplet: hepatic lipid droplet formation modulation; AML12 mouse hepatocytes, oleate lipid droplets, BODIPY imaging; inhibition, % at 6.5 µM; 240,000 tested, 0.4% active;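 active means lipid droplet intensity inhibited by at least 50%, with more than 500 cells counted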
#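 Material – AML12 mouse liver cells · Also added – oleate loading, 100 µM · Compound dosing – 6.5 µM single-point dosing · Times – overnight treatment with compound plus oleate · Measured by – fluorescence imaging, 20x objective, two fields per well · Read-out – percent inhibition of filter-corrected integrated lipid droplet intensity per well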
# WT yeast gro inh mutant strain: second read-out of WT yeast gro inh, no call of its own (marks repeat the call); inhibition, %; mitochondrial fusion phenotypic screen, mutant strain inhibition
# Dynein cargo inh cytoplasmic EGFP: second read-out of Dynein cargo inh, no call of its own (marks repeat the call); z-score; measured here: cytoplasmic GR-EGFP intensity; hits give high values
# Dynein cargo inh nuclear GR-EGFP: second read-out of Dynein cargo inh, no call of its own (marks repeat the call); z-score; measured here: nuclear GR-EGFP intensity;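 lower value marks the stronger effect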
# Dynein cargo inh cell count: recorded beside Dynein cargo inh, whose call it bears; z-score; measured here: cell count per field
# Ins promoter up cell count: second read-out of Ins promoter up, no call of its own (marks repeat the call); cell count; measured here: cytotoxicity, nuclei count;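 total cells summed across four imaged fields per well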
# Lipid droplet cells 6.5 µM: further read-out of Lipid droplet, marked with its call; cell count; measured here: cell count, cytotoxicity flag;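 cells counted across two imaged fields per well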
# b-catenin transl cell count 5 µM: second read-out of b-catenin transl, no call of its own (marks repeat the call); cell count; measured here: cell count, cytotoxicity flag
# MT stabilizer Hoechst-high %: also measured in MT stabilizer; calls as there; % Hoechst-high responders; measured here: nuclear condensation Hoechst responders;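 share of cells brighter than vehicle mean plus two SD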
# MT stabilizer cytotoxicity %: recorded beside MT stabilizer, whose call it bears; toxicity, %; measured here: cytotoxicity by cell density;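 0% = mean cell density of plate MIN control wells and 100% = no cells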
# Autophagy HCS cell loss 18 h: second read-out of Autophagy HCS, no call of its own (marks repeat the call); toxicity, %; measured here: cell loss, nuclei count;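 cell loss after 18 h compound exposure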
# Numbers without * were called inactive; i = inactive; . = not tested or not shown; + = active, no number. A portion of the library. The share of hits here may be higher or lower than overall.
SMILES,Yfh1-off respiration,b-catenin transl,b-catenin transl cell count 5 µM,Ins promoter up,Ins promoter up cell count,Autophagy HCS,Autophagy HCS cell loss 18 h,WT yeast gro inh,WT yeast gro inh mutant strain,HEK293 NOD2/NF-kB,Dynein cargo inh,Dynein cargo inh cytoplasmic EGFP,Dynein cargo inh nuclear GR-EGFP,Dynein cargo inh cell count,MT stabilizer,MT stabilizer Hoechst-high %,MT stabilizer cytotoxicity %,Lipid droplet,Lipid droplet cells 6.5 µM
CCNC(=O)CC1SC(=Nc2ccc(Cl)cc2)N(CC)C1=O (stereo not drawn),i,.,.,-0.29,1183,i,10.2,14.8,-4.8,10.6%,0.0705,-0.236,0.112,0.791,5.0,2.1,1.1,-4.4,611
CCOc1cc(C(=O)N2CCN(C/C=C/c3ccccc3)CC2)cc(OCC)c1OCC,i,.,.,-1.25,974,i,-2.4,11.8,-5.3,-0.2%,3.09,-0.159,1.11,-1.54,1.3,0.8,6.3,1.5,774
CCN1CCN(C(c2cccs2)C(C)NS(=O)(=O)c2ccc(F)cc2)CC1 (stereo not drawn),i,-0.8,1083,0.42,1934,i,-8.8,0.3,-5.0,3.8%,-0.0563,-0.195,0.0782,0.372,4.1,2.2,13.1,-23.6,674
CC1CCCCC1N1CN=C(Nc2nc3ccccc3s2)NC1 (stereo not drawn),i,0.5,1385,-0.08,1653,i,5.7,-13.4,-7.6,1.6%,2.96,-0.16,1.08,-1.96,1.8,0.9,0.9,.,.
O=C(Cc1ccccc1[N+](=O)[O-])N1CCc2ccccc2C1,i,-5.8,1138,-0.51,1224,i,-2.2,-2.6,-0.8,-40.1%,-0.457,-0.306,-0.205,0.537,2.8,2.4,5.9,-23.4,687
O=C(Nc1ccc(Cl)cc1Cl)N1CCN(c2ncccn2)CC1,i,-0.4,1028,-0.2,1486,i,0.7,-0.2,-9.2,9.9%,0.757,-0.318,0.16,-0.91,4.1,4.6,7.4,-1.7,723
Cc1cccnc1NC(=S)NCCc1ccccc1,i,-4.8,1123,-1.66,1491,i,-4.6,60.9*,58.7*,-44.8%,0.527,-0.0454,0.854,-0.624,1.2,1.9,8.9,15.9,698
CC1(C)CC(=O)C(C=NCC(N)=O)=C(O)C1,i,0.1,1425,0.51,1277,i,28.7,-11.3,-10.3,-8.1%,-0.0978,-0.141,0.0704,0.396,3.2,3.6,9.9,.,.
CCOC(=O)c1c(NC(=O)COC)sc(C(C)=O)c1C,i,0.4,949,0.97,1135,i,-17.0,8.4,-2.4,2.7%,0.0717,-0.239,-0.139,1.4,2.5,2.1,5.5,-0.3,721
CCOCCCNC(=O)/C(C#N)=C/c1ccc(Cl)c([N+](=O)[O-])c1,i,4.7,1031,-0.12,1087,i,10.8,16.0,9.4,-7.2%,0.768,-0.336,0.642,-0.207,4.4,2.1,8.8,6.3,683
CCCc1[nH]nc2c1C(c1cn[nH]c1-c1ccc(F)cc1)C(C#N)=C(N)O2 (stereo not drawn),i,-0.4,980,0.64,1684,i,25.1,11.8,2.8,16.0%,1.49,-0.141,0.946,-1.82,4.6,3.8,12.7,25.3,599
CCOc1ncccc1C(=O)NCCN1C(=O)S/C(=C/c2cccs2)C1=O,i,-2.9,1066,-0.18,1320,i,-9.0,0.1,-21.8,8.1%,-0.729,-0.316,-0.799,1.02,1.9,2.1,6.9,1.5,645
COC(=O)C(Cc1cnc(Cl)s1)(C(=O)OC)c1ccc(C(F)(F)F)cc1[N+](=O)[O-],i,-2.5,1235,.,.,i,-3.9,1.5,-9.6,-3.9%,-0.532,-0.24,-0.13,0.000664,1.8,0.8,5.5,-14.4,759
CCCCCC(=O)NCC(C)NC(=O)CCCCC (stereo not drawn),i,.,.,0.35,1162,i,8.7,15.0,6.9,4.5%,1.16,-0.289,0.222,-0.555,3.9,1.4,0.7,-5.4,774
Cn1c(=O)[nH]c(=O)c2c1nc(CN1CCN(c3ccc(F)cc3)CC1)n2CCc1ccccc1,i,-2.3,1178,-0.21,1087,i,1.1,21.0,3.2,9.2%,-0.525,-0.26,-0.62,0.215,4.3,1.9,1.2,-1.1,760
Cc1nn(-c2ccccc2)c(N2CCCC2)c1/C=N/NC(=S)Nc1ccccc1C(F)(F)F,i,-0.3,960,-0.19,943,i,-8.5,29.9,8.7,-1.8%,0.981,-0.218,1.42,-1.41,2.9,2.1,9.2,-33.6,625
CCCCOc1ccc(CC(=O)NCC(=O)O)cc1,i,-1.9,472,0.16,1247,i,10.7,-6.0,1.0,4.3%,-0.304,-0.241,-0.0258,0.602,1.6,1.6,7.0,2.2,683
CCCCn1nnc(NC(=O)c2ccc([N+](=O)[O-])cc2Cl)n1,i,-0.6,1335,-0.07,816,.,.,.,.,-27.6%,0.232,-0.19,0.543,-0.392,.,.,.,-2.0,660
O=C(COc1cc(Cl)c(Cl)cc1Cl)N1CCN(c2ccccn2)CC1,i,-0.3,952,0.51,1655,i,26.4,2.0,5.3,8.3%,0.559,-0.238,0.455,-0.147,2.1,0.8,0.0,-7.4,673
COc1ccc(NC(=O)c2ccc3c(SCC(=O)O)c4c(nc3c2)CCCC4)c(OC)c1,i,-2.9,1117,0.21,1128,i,-5.2,0.3,3.5,15.6%,-1.17,-0.252,-0.526,1.24,3.0,3.2,7.2,15.3,680
Cc1ccc(O)c(CNc2ccccn2)c1,i,-6.7,1033,-0.68,1518,i,14.0,3.1,1.3,-2.0%,0.314,-0.303,0.273,-0.364,6.4,4.0,6.2,.,.
CCn1c(SCc2nc3scc(-c4ccccc4)c3c(=O)[nH]2)nnc1-c1cccs1,i,-3.9,1124,-0.03,1461,i,-5.8,-9.1,1.3,.,0.556,-0.213,0.367,0.44,4.0,3.3,12.4,13.7,676
Cc1nc2c3ccccc3nc(NNC(=O)CCC(=O)NC(C)C)n2n1,i,-2.0,1126,.,.,i,-9.7,6.3,22.4,1.1%,0.803,-0.252,0.571,-0.532,3.9,1.4,9.9,-7.1,477
O=S(=O)(NCc1ccccc1)c1cccc(S(=O)(=O)N2CCOCC2)c1,i,-0.5,1047,-0.55,867,i,-8.7,0.3,-11.8,9.6%,-0.294,-0.219,-0.243,0.666,1.9,2.4,5.0,2.4,751
O=C(CSc1nnc(-c2ccc(Cl)cc2)n1-c1ccccc1)N/N=C/c1ccccc1C(=O)O,i,-0.8,1095,-1,1295,i,4.0,-19.1,4.5,-5.0%,1.77,-0.157,0.775,-2.78,2.2,2.2,11.6,-8.8,698
Brc1cnc2nc(SCc3nc4ccccc4[nH]3)[nH]c2c1,i,-0.3,1264,-0.17,1075,.,.,.,.,19.6%,0.254,-0.276,0.597,-0.0685,.,.,.,-3.4,662
CCOC(=O)c1c(C)n(C)c2ccc(OC)c([N+](=O)[O-])c12,i,0.6,984,0.23,1470,i,3.6,-14.5,-14.2,17.7%,-0.144,-0.119,0.436,0.669,1.2,1.1,6.4,-16.3,662
CCOC(=O)c1cc(C(C)(C)C)oc1CN,i,-0.4,1203,-0.09,877,i,-41.0,12.5,10.6,-12.2%,0.636,-0.213,0.895,0.477,3.2,2.3,10.6,1.0,727
O=C1c2ccccc2S(=O)(=O)N1Cc1nnc(-c2ccccc2Br)o1,i,2.2,458,.,.,i,0.7,-14.9,-1.6,2.9%,0.973,-0.239,-0.432,0.531,3.0,1.0,3.6,-4.4,756
CCCNc1nc2c(c(=O)[nH]c(=O)n2C)n1CCCc1ccccc1,i,-1.3,1159,0.08,999,i,4.6,-7.0,-9.9,-2.5%,-0.721,-0.199,-0.403,0.65,1.4,1.2,9.5,.,.
O=c1[nH]c(CSc2nnc3ccccn23)nc2cc(C(F)(F)F)ccc12,i,0.9,1512,0.8,1493,i,14.3,-3.3,5.7,-1.9%,-1.37,0.0782,-0.592,1.15,4.0,2.2,3.4,-7.5,692
Cc1[nH]c2ccccc2c1/C=C/c1nc2ccccc2c(=O)n1-c1ccc([N+](=O)[O-])cc1,i,0.8,1235,0.05,1368,+,8.1*,5.8,3.7,1.2%,-0.193,0.215,0.321,0.35,11.4,3.3,4.0,7.2,628
Cc1c(C(=O)NCc2cccnc2)oc2c1C(=O)CC(C)(C)C2,i,-0.9,1079,0,1277,i,2.1,-8.6,-2.7,-4.6%,2.17,-0.102,1.17,-1.05,3.1,2.1,15.3,27.8,735

# Some of these compounds in order of the Dynein cargo inh cytoplasmic EGFP value, descending.
Molecule | WT yeast gro inh mutant strain | HEK293 NOD2/NF-kB | Dynein cargo inh | Dynein cargo inh cytoplasmic EGFP | Dynein cargo inh nuclear GR-EGFP | Dynein cargo inh cell count | MT stabilizer Hoechst-high %
Cc1cccnc1NC(=S)NCCc1ccccc1 | 58.7* | -44.8% | 0.527 | -0.0454 | 0.854 | -0.624 | 1.9
COC(=O)C(Cc1cnc(Cl)s1)(C(=O)OC)c1ccc(C(F)(F)F)cc1[N+](=O)[O-] | -9.6 | -3.9% | -0.532 | -0.24 | -0.13 | 0.000664 | 0.8
O=C(Nc1ccc(Cl)cc1Cl)N1CCN(c2ncccn2)CC1 | -9.2 | 9.9% | 0.757 | -0.318 | 0.16 | -0.91 | 4.6
